Assay outcomes (PubChem BioAssay)
OX1R antag: human HCRTR1 antagonism; O43613; CHO/OX1R cells, Fluo-8 calcium fluorescence, orexin A; inhibition, % at 5 µM; 330,000 compounds, 0.43% hits; AID 434989;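 active means inhibition above its plate's threshold, mean inhibition of all tested compounds on the plate plus 3 SD, cut at about 37% in these data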;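 further: 0% = orexin A challenge wells and 100% = SB-334867-A antagonist wells; not every result past the cut was called active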
Target sequence (O43613 whole entry, looked up): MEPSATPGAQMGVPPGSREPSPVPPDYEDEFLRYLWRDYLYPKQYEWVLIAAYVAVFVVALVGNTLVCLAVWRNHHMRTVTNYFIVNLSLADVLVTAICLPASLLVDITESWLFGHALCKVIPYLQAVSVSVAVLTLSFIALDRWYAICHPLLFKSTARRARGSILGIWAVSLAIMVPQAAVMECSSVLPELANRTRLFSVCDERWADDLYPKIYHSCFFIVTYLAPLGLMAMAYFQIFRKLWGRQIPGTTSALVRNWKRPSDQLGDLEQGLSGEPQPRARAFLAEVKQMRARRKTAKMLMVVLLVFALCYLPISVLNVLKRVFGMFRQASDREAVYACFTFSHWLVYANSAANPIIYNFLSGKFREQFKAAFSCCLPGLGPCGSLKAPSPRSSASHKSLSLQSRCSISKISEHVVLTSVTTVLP
CHT allo act: human CHT allosteric activation; AID 488977; 310,000 compounds, 0.49% hits; Q9GZV3; CHT-expressing cells, membrane potential dye, choline EC20; stronger effect = higher value; LV-AA mutant CHT in HEK293 cells; B-score at 10 µM;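 active means initial fluorescence not abnormally high and integrated response B-score, plate-corrected, over 3 SD above library mean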
* marks the source's active call; other numbers are inactive results; i = inactive; / = not tested or not shown.

SMILES | OX1R antag | CHT allo act
O=c1cc(Nc2ccc3c(c2)OCO3)[nH]c(=O)n1-c1ccc(Br)cc1 | -7 | i
O=C(CN1CCCCC1)NC(=O)NC1CCCC1 | 4 | i
CC(C)c1ccc(C2/C(=C(\O)c3ccc4c(c3)OCCO4)C(=O)C(=O)N2CCN2CCOCC2)cc1 (centres undefined) | -28 | i
CCOc1cc(NC(=O)c2ccco2)c(OCC)cc1NC(=O)Cc1ccc(OC)c(OC)c1 | -30 | i
CC1CCN(CCCCOc2ccccc2-c2ccccc2)CC1 | -24 | i
COc1ccc2nc(NC(=O)CSc3nnc4n3C(C)(C)Cc3ccccc3-4)sc2c1 | -8 | i
CCOC(=O)C1CCCN(C(=O)c2c(-c3ccccc3Cl)noc2C)C1 (centres undefined) | -24 | i
COc1ccc(C)cc1NC(=O)n1ncc2cc(Cl)ccc21 | -17 | i
CCCCCCCNC(=O)C1(CC2CC(c3ccc(Cl)cc3)=NO2)CCN(C(=O)C2CCCC2)CC1 (centres undefined) | -22 | i
O=C(CCNS(=O)(=O)c1cccc2nsnc12)NCc1ccc(F)cc1 | -12 | i
O=C(Nn1cnc2ccccc2c1=O)C1CCCCC1 | -5 | i
CCOC(=O)c1c(S(=O)(=O)Nc2cccc(-c3ccno3)c2)c(C)n(C)c1C | -18 | i
COc1ccc(N2CCN(C3CC(=O)N(c4ccc5c(c4)OCCO5)C3=O)CC2)cc1 (centres undefined) | -4 | i
COc1ccc(OCC(O)CNC(=O)Nc2ccc(Cl)cc2)cc1 (centres undefined) | -21 | i
CCOC(=O)c1sc(NC(=O)CSc2nnc(C)s2)c(C(=O)OCC)c1C | -28 | i
CCN(CC)CCCOC(=O)C1(c2ccccc2)CCCC1 | -12 | i
COc1ccc(C(=O)N/C(=C\c2cn(C)c3ccccc23)C(=O)NCCCn2ccnc2)cc1 | -1 | i
O=C(N/C(=C\c1ccc2c(c1)OCO2)C(=O)N1CCOCC1)c1cccs1 | 3 | i
CCS(=O)(=O)c1nc(S(=O)(=O)c2ccc(C)cc2)c(N2CCCC2)s1 | -17 | i
O=C(COC(=O)C1COc2ccccc2O1)Nc1ccc(Cl)cc1 (centres undefined) | -1 | /
O=c1ccc(-c2ccc(S(=O)(=O)Nc3ccc(F)cc3)o2)n[nH]1 | -12 | i
COc1ccc(Nc2sc(C(=O)Nc3cccc(Cl)c3)c(N)c2C(=O)Nc2ccccc2OC)cc1 | 51* | i
COc1ccc(C(C)=O)cc1COC(=O)c1cnc(C)cn1 | -15 | i
O=C(CSc1nnc(-c2ccc(O)cc2)n1Cc1ccco1)c1ccccc1 | -5 | i
COC(=O)C1CCN(S(=O)(=O)Cc2ccccc2Cl)CC1 | / | i
CCOc1ccc(-c2c(C(=O)N/N=C/c3cccnc3)nnn2-c2nonc2N)cc1 | -9 | i
O=C(NCc1cccnc1)NC1CCCN1S(=O)(=O)c1ccc(Cl)cc1 (centres undefined) | -15 | i
Cc1ccccc1C(=O)N(Cc1cccs1)C1CCS(=O)(=O)C1 (centres undefined) | -10 | i
CCCCNC(=O)c1onc(CSc2cccc(C)c2)c1C(=O)O | -1 | i
CN(CC(=O)Nc1ccccc1Br)C(=O)CN1CCN(c2ccccc2Cl)CC1 | -49 | /
COc1ccc(NC(=S)Nc2ccc(F)cc2)c(OC)c1 | -18 | i
O=C(Cc1ccc(S(=O)(=O)N2CCOCC2)s1)Nc1cc(C(F)(F)F)ccc1N1CCCC1 | -10 | i
COc1ccc([N+](=O)[O-])cc1N(CC(O)CN(C)C)S(=O)(=O)c1ccccc1 (centres undefined) | -14 | i
CN(CC(=O)Nc1ccc(S(=O)(=O)N2CCOCC2)cc1)Cc1ccc(F)cc1 | 5 | /
COc1ccc(C(=O)NCC(=O)OCC(=O)Nc2ccc(C)c(S(=O)(=O)N(C)C)c2)cc1OC | 1 | i
O=C1c2cccc3cccc(c23)C(=O)N1c1ccc(O)cc1 | -19 | i
O=C(O)c1ccccc1-n1cccc1C(=O)O | -7 | i
O=C(NCc1ccccc1)N1CCN(c2ccccc2F)CC1 | -14 | i
Cc1ccccc1-c1ccc(CN2CCN(C)C(CCO)C2)cc1 (centres undefined) | -13 | i
CCOP(=O)(c1ccccc1)c1nc(-c2ccccc2C)oc1NCc1ccccc1 (centres undefined) | -31 | i
Cc1ccc(Cn2ccc(NC(=O)c3cc(-c4ccccc4)on3)n2)cc1 | -17 | i
CC(=O)OCC1OC(c2ccccc2)C(OC(C)=O)C(OC(C)=O)C1OC(C)=O (centres undefined) | -6 | i
CN1CCN(C2CCCCC2NS(=O)(=O)c2ccc(Cl)cc2)CC1 (centres undefined) | -9 | i
Cc1ccc(NC(=O)c2c(C(F)(F)F)nn(C)c2SCc2cccc(C(F)(F)F)c2)cc1C | 8 | i
COc1ccccc1NS(=O)(=O)c1ccc(C(=O)NCC(c2ccc(F)cc2)N2CCOCC2)cc1 (centres undefined) | -17 | /
O=C(COC(=O)Cc1ccccc1[N+](=O)[O-])NCc1ccccc1Cl | -24 | i
O=C(Cc1ccccc1F)Nc1cc(Cl)ccc1N1CCCC1 | -23 | i
CC(C)N(C)CCOC(=O)c1ccc2c(c1)OCCO2 | -16 | i
O=C(NCCCN1CCCC1=O)c1c(O)nc2sccn2c1=O | 12 | i
O=C(NC(=S)NNC(=O)c1ccccc1[N+](=O)[O-])c1ccccc1 | -2 | i

(listing goes on)
SMILES | OX1R antag | CHT allo act
CC(C)c1nnc(NC(=O)CCC(=O)N2CCN(c3cccc(Cl)c3)CC2)s1 | -21 | i
CC(C)CCC1(C)NC(=O)N(CC(=O)Nc2ccc3c(c2)OCCO3)C1=O (centres undefined) | -8 | /
COc1ccccc1CCc1nnc(CCC(=O)N(C)Cc2cccc3cnccc23)o1 | -35 | i
O=C(O)c1cccc(S(=O)(=O)Nc2ccc([N+](=O)[O-])cc2O)c1 | 5 | i
O=C(NC1CC1)c1ccc(CS(=O)(=O)c2c(Cl)cccc2Cl)o1 | -10 | i
COc1ccc(S(=O)(=O)Nc2ccc3c(c2)CC(=O)N([C@@H](C)CO)C[C@H](C)[C@@H](CN(C)S(=O)(=O)c2ccc(F)cc2)O3)cc1 | -4 | /
Cc1nn(Cc2ccccc2)c(C)c1NC(=O)CSc1nc2sc3c(c2c(=O)n1C)CCC3 | -15 | i
O=C(Nc1cccc([N+](=O)[O-])c1)C1COc2ccccc2O1 (centres undefined) | -9 | i
O=C(Nc1ccc(Cl)cc1)N1CCSc2ccccc21 | -10 | i
CCCNS(=O)(=O)c1ccc(CCC(=O)N2CCN(CC)CC2)cc1 | -1 | i
Cc1nnc(SCC(=O)Nc2ccccc2F)n1-c1ccc(F)cc1 | -11 | i
CSc1ncccc1C(=O)N1CCCC(N2CCN(c3ccccc3F)CC2)C1 (centres undefined) | -5 | i
OC(CNCc1ccccc1Cl)COc1ccc(F)cc1 (centres undefined) | -29 | i
O=C(C1CCC(CNc2c(N3CCCC3)c(=O)c2=O)CC1)N1CCc2ccccc21 (centres undefined) | -24 | i
CN/S(=N/S(=O)(=O)c1ccccc1)c1ccc(C)cc1 (centres undefined) | -18 | i
O=C(CSc1nnc(-c2ccc(O)cc2)o1)Nc1ccccc1Br | -10 | i
C=CCN(Cc1ccc(Cl)s1)C(=O)c1cc(S(=O)(=O)N2CCOCC2)ccc1F | -3 | /
C=CC(C)(O)CCCC(C)CCCC(C)CCCC(C)C (centres undefined) | -7 | /
CCN(CC)C(=O)c1cccc(NC(=O)c2cc(C3CC3)nc3c2cnn3C(C)C)c1 | -33 | /
Cc1ccc(-c2[nH]c3cc(C(=O)NCCCn4ccnc4)ccc3c(=O)c2O)cc1 | 1 | i
CCn1nc(C(=O)Nc2ccc(N3CCOCC3)cc2)c2ccccc2c1=O | -38 | /
CN1C(=O)c2ccccc2C(C(=O)NCC2CCCO2)C1c1c[nH]c2ccccc12 (centres undefined) | -12 | i
Cc1ccc(Nc2nc3ccccc3c(=O)s2)cc1 | -21 | i
CCOC(=O)c1c(NC(=O)CCC(=O)O)sc2c1CC(C)(C)OC2 | 10 | i
COc1ccccc1NS(=O)(=O)c1ccc(O)c(C(=O)OCC(=O)c2ccc(Cl)cc2Cl)c1 | -12 | i
CCOC(=O)c1nn(-c2ccccc2C)c(=O)c(C#N)c1C | -6 | i
Cc1ccc(C(=O)Nc2cccc(S(=O)(=O)N3CCOCC3)c2)cc1[N+](=O)[O-] | -25 | i
O=C(CCl)Nc1ccccc1C(=O)Nc1ccc2c(c1)OCO2 | -6 | i
CC(NC(=O)c1ccc(Cl)cc1)C(=O)NC1=NCCS1 (centres undefined) | -16 | i
O=C(O)c1cnn(-c2nc(-c3ccc(Cl)cc3)cs2)c1C(F)(F)F | 1 | i
C[C@@H](C(=O)CC(=O)OC(C)(C)C)[C@@H](O)c1c(F)cccc1Cl | -8 | i
Cc1cccc(NC(=O)CN2C(=O)N/C(=C\c3ccc(-c4cccc(C(=O)O)c4)o3)C2=O)c1 | 5 | i
CCn1cc2nc(SCC(=O)Nc3ccc(F)cc3F)n(Cc3ccccc3)c(=O)c2n1 | -2 | i
COc1ccc(C(=O)c2coc(-c3ccccc3C(=O)O)c2C(=O)O)cc1 | -1 | i
Cc1ncc([N+](=O)[O-])n1CCOC(=O)NC(NCc1cccnc1)C(Cl)(Cl)Cl (centres undefined) | -8 | i
O/N=C1\CC(O)Cc2nonc21 (centres undefined) | -17 | i
Cc1ccccc1OCC(=O)N1CCCc2ccccc21 | -3 | i
Cc1ccccc1-c1n[nH]c(=S)n1Cc1ccccc1 | -18 | i
Cc1nc2ccccc2c(=O)n1/N=C/c1c(O)ccc2oc3c(c12)CCCC3 | -16 | i
COC(=O)C1=C(C)N(Cc2ccccc2)C(=O)N[C@H]1c1ccco1 | -10 | i
C=CCNC(=O)COC(=O)CNC(=O)c1cc(Cl)cc([N+](=O)[O-])c1 | -16 | i
COc1ccccc1NC(=O)Nc1nc(CC(=O)NCc2ccccn2)cs1 | -28 | i
O=C(CSc1nnnn1C1CCCC1)Nc1ccc2c(c1)OCCO2 | -22 | i
CCOC(=O)C1=C(COC(=O)CCOc2ccc(OC)cc2)NC(=O)NC1C (centres undefined) | -9 | /
CCOc1ccc(NC(=O)c2ccc(F)c(S(=O)(=O)N3CCN(c4ccccn4)CC3)c2)cc1 | -5 | i
Cc1ccccc1S(=O)(=O)Nc1ncc(C(F)(F)F)cc1Cl | -2 | i
COCCN(C(=O)CSc1nnc(C)n1-c1ccccc1)c1c(N)n(Cc2ccccc2)c(=O)[nH]c1=O | -5 | i
CC1(NC(=S)Nc2ccc3ccccc3c2)CCS(=O)(=O)C1 (centres undefined) | 4 | i
C=CCOc1ccc(CNC(C)(C)C)cc1OC | -6 | i
CCSc1nnc2c(n1)[nH]c1c(C)cccc12 | -7 | i

The list goes on:
SMILES | OX1R antag | CHT allo act
COc1ccccc1NS(=O)(=O)c1ccc2oc(SCC(=O)N3CCNC3=O)nc2c1 | 9 | /
CCC(=O)Nc1ccc2c(c1)ncn2CCc1ccccc1 | 7 | i
CCCCCOC(=O)C1C2C=CC3(CN(c4ccccc4C)C(=O)C13)O2 (centres undefined) | -7 | i
CCOc1ccccc1N1CCN(C(=O)c2cc[n+]([O-])cc2)CC1 | -9 | i
Cc1c(C)c2ccc(OC(C)C(=O)NCCCN3CCOCC3)c(C)c2oc1=O (centres undefined) | -3 | i
COC(=O)c1[nH]c2cccc(OC)c2c1NC(=O)CCN1CCC(C)CC1 | 0 | i
Cc1ccc(NCc2ccc(C)s2)cc1 | -23 | i
COc1cccc(O)c1CN1CCC(C(=O)Nc2ccc(-c3cccc(C)c3)cc2)CC1 | -2 | i
CN(c1ccc(F)cc1)S(=O)(=O)c1ccc(Cl)c(C(=O)OCC(=O)NC2CC2)c1 | -18 | /
Cc1cc(N2C(=O)C(O)=C(C(=O)c3cccs3)C2c2cccc(Br)c2)no1 (centres undefined) | -1 | i
